FAK inh = blocks human focal adhesion kinase activity | 97,000 tested, 0.84% active | Q05397 | inhibition, %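 (tested at 7 µM)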 | biochemical FAK kinase activity assay; in the data active = inhibition above about 19%;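 also: 0% = DMSO and 100% = reference compound high control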
Target sequence (Q05397 whole entry, looked up): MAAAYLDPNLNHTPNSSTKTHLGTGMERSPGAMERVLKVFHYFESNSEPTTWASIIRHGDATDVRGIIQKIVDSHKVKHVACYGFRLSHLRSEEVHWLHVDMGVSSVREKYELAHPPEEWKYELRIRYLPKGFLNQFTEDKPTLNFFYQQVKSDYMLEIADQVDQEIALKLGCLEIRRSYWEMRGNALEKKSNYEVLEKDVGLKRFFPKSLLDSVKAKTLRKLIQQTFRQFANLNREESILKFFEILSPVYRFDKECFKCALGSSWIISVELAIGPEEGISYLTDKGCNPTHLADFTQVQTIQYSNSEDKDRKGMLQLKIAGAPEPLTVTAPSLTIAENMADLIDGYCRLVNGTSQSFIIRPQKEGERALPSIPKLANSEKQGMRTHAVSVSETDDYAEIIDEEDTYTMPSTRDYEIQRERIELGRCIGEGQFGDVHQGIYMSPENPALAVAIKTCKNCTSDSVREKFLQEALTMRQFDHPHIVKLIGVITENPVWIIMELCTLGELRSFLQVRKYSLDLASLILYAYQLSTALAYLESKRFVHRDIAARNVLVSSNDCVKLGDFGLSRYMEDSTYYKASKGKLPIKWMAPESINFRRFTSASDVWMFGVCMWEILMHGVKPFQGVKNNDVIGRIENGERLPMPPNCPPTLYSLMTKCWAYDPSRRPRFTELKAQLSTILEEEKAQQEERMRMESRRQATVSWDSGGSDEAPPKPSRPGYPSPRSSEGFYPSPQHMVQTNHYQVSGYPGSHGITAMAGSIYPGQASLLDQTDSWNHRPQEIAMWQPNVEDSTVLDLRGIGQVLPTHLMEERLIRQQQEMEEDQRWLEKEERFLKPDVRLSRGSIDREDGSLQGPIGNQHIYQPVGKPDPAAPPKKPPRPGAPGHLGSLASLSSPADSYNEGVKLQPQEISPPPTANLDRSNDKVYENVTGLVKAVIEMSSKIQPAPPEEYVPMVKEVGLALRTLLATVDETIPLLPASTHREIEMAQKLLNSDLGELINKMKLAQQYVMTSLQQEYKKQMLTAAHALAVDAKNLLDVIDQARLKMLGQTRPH
PLK1 kinase inh = PLK1 (human) kinase inhibition; recombinant PLK1 kinase, TR-FRET peptide phosphorylation; P53350; AID 619; inhibition, % at 10 µM; 97,000 tested, 0.53% active;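 active = inhibition of 50% or more in the single-concentration screen; inactive = inhibition below 50%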;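 also: 0% = DMSO max control and 100% = H-89 dihydrochloride min control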
Mac1 fbg inh = CD11b/CD18-fibrinogen binding inhibition | inhibition, % at 10 µM | P05107+P11215 | 93,000 tested, 0.54% active | K562 CD11b/CD18 adhesion to fibrinogen, ATPlite luminescence; Mn2+ added to activate the integrin;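 active = primary inhibition of 50% or more at 10 µM, then 40% or more on retest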; also: some results filed as inactive read as strong as hits
Mac1 fbg enh = enhancers of human CD11b/CD18 binding to fibrinogen; K562 CD11b/CD18 adhesion to fibrinogen, ATPlite luminescence; 93,000 tested, 0.07% active; P05107+P11215; activation, % at 10 µM; AID 1499;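 active = 10 µM primary screen giving 50% or more activity, confirmed by 40% or more on retest at that dose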; also: strong numbers were not always called active
HIV Rev-RRE inh = inhibitors of HIV-1 Rev-RRE RNA interaction; P05866; Rev peptide-RRE RNA binding, FRET; inhibition, % at 8 µM; 97,000 tested, 0.79% active; AID 704;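 active = inhibition above the screen-wide mean plus 3 SD, cut at about 35% in these data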;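 also: 0% = median DMSO wells and 100% = median Neomycin B control wells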
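Assay system: Labelled RRE RNA duplex and labelled Rev peptide | Times: 5 min preincubation and 15 min binding, 25 °C | Detection: FRET, ex 480 nm, em 540 and 671 nm | Evaluation: % inhibition of FRET ratio versus controls | Benchmarks: DMSO wells as 0% and neomycin B wells as 100% inhibition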
ERa SRC1 pot = enhances coactivator binding to human estrogen receptor alpha; AID 639; TR-FRET ERalpha-LBD/SRC-Cy5 coactivator binding, 2 h; 100 = basal binding, no effect; coactivator binding (% of control), % at 25.6 µM; 86,000 tested, 1.3% active; in the data active = activity above about 200%;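 also: binding measured in presence of low estradiol as agonist stimulus; 0% = peptide alone without receptor and 100% = receptor with peptide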
ERb coact inh = blocks coactivator binding to human estrogen receptor beta; Q92731; TR-FRET ER-beta LBD / SRC1-Cy5 peptide binding; receptor agonist-loaded with 1 µM estradiol; inhibition, % at 25.6 µM; 86,000 tested, 1.3% active; AID 633;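 active = compounds whose percent inhibition of the receptor-coactivator binding signal exceeds about 50% in the single-dose screen, limit read from the data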;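 also: 0% = receptor plus peptide wells without compound and 100% = peptide-only wells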
Plk1 PBD FP = inhibitors of human Plk1 polo box domain binding; 97,000 tested, 0.13% active; inhibition, %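 (tested at about 20 µM)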; Plk1 PBD phosphopeptide binding, fluorescence polarization; AID 693; in the data active = inhibition above about 34%, passing the limit was not always enough
ERa SRC1 inh = ER-alpha (human) coactivator binding inhibition; P03372; TR-FRET ER-alpha LBD / SRC-1 peptide, estradiol-bound; inhibition, % at 25.6 µM; 86,000 tested, 1.7% active; in the data active = inhibition above about 50%;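 also: 0% = receptor plus peptide control and 100% = peptide only without receptor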
* hit, by the source's call; . = not tested or not shown; [ ] = dose if it differs, or a comment. Compounds were not picked by outcome; 4.7% or so of the library scored in one or more.

Values run as follows: FAK inh	PLK1 kinase inh	Mac1 fbg inh	Mac1 fbg enh	HIV Rev-RRE inh	ERa SRC1 pot	ERb coact inh	Plk1 PBD FP	ERa SRC1 inh
CCS(=O)(=O)NCc1cn2c(C)csc2n1
  1	-8	-1	-2	6	124[fluorescence artefact?]	-6[fluorescence artefact?]	12	-2
CC1CCN(S(=O)(=O)c2ccc(S(=O)(=O)NCc3ccco3)cc2)CC1
  1	-4	.	.	5	93	5	-11	13
COc1ccc(CNC(=O)C(C#N)c2nc3ccccc3nc2N2CCCC2)cc1 (stereo not drawn)
  0	-5	6	-1	36*	149[fluorescence artefact?]	14[fluorescence artefact?]	16	21[fluorescence artefact?]
COCCNC(=O)CSc1nc2ccccc2c(=O)n1-c1cccc(OC)c1
  1	-7	-42	9	2	83	0	24	-9
COc1ccc(CNC(=O)c2cnc3n(c2=O)CCS3)cc1
  6	-8	-4	-2	10	113	7[fluorescence artefact?]	15	12
COc1ccc(Nc2nc(N)nc(CN3CCN(c4ccccn4)CC3)n2)cc1
  2	-4	-8	0	2	129	0	-6	0
COc1ccc(OC)c(NC(=O)Nc2cccc(Cn3cccn3)c2)c1
  1	1	0	5	2	125[fluorescence artefact?]	-4	-8	5
C=CCOc1ccc(/C(O)=C2/C(=O)C(=O)N(CCN3CCOCC3)C2c2ccc(C)cc2)cc1 (stereo not drawn)
  -1	-6	-5	1	-2	124[fluorescence artefact?]	-10	-4	-5
COCc1[nH][nH]c(=O)c1C=Nc1ccc(Oc2ccccc2)cc1
  3	-11	6	-1	1	86	3	-9	11
CC(C)c1ccc2oc(-c3ccc(NC(=O)c4ncn[nH]4)cc3)nc2c1
  9	-5	18	18	0	67	15	0	36[fluorescence artefact?]
CCOC(=O)c1[nH]c2ccc(OC)cc2c1NC(=O)NC(C)C
  -2	-14	-11	2	0	98	-3	-12	1
COc1ccc(-c2noc(CCC(=O)Nc3ccc4c(c3)OCCO4)n2)cc1
  -1	-6	-12	2	6	91	4	-2	1
CCCCN1CC(C(=O)NC2CCCCC2)CC1=O (stereo not drawn)
  3	-3	5	0	6	122	-14	-21	-31
Cc1ccc2c(C)nc(Nc3nc(CSc4nnnn4-c4ccccc4)cc(=O)[nH]3)nc2c1
  .	.	1	86	.	100	7	.	13[fluorescence artefact?]
O=C(CN1CCC2(CC1)OCCO2)c1c[nH]c2ccccc12
  -4	-2	4	-1	7	97[fluorescence artefact?]	-3[fluorescence artefact?]	-17	1[fluorescence artefact?]
O=S(=O)(NCCc1ccccc1)c1cccc2nsnc12
  4	-15	-45	0	-1	107	6[fluorescence artefact?]	-11	6[fluorescence artefact?]
Cn1c(N)c(C(=O)c2cc(-c3ccccc3)nc3ccccc23)c(=O)n(C)c1=O
  -1	-14	6	-5	7	.	.	-15	.
COc1ccc(-n2c(C)nc3cc(C(=O)O)ccc32)cc1
  -1	-4	9	-4	14	98	-7	-5	17
CCn1cc(CNC(=O)C2C3CCC(C3)C2C(=O)O)cn1 (stereo not drawn)
  7	-6	.	.	6	132	-3	12	15
COCCCNc1ccnc2c(Cl)cccc12
  .	.	-13	2	.	100	-11	.	-27
CN1CCN(C(=O)C2(NC(=O)Nc3cccc(F)c3)CCCCC2)CC1
  0	-13	-47	-4	6	102	2	0	4
O=C(COc1ccccc1)Nc1nc2ccccc2[nH]1
  2	-5	-4	-2	1	102	4	-3	6
O=C(N/N=C\c1ccc(COc2ccc([N+](=O)[O-])cc2)o1)c1ccc(Cl)cc1
  8	-14	0	-4	3	.	.	32	.
COc1cccc(C(=O)Nc2ccc3c(c2)C(=O)N(CCC(=O)O)C3=O)c1
  1	-17	.	.	3	108	-1	1	-5
COc1ccc(Cn2nnnc2CN2CCc3ccccc32)cc1
  1	-12	-17	-1	2	101	-3[fluorescence artefact?]	-16	0[fluorescence artefact?]
Cc1cc(C)n2nc(SCc3nc4ccccc4[nH]3)nc2n1
  -3	4	35	1	6	96	2[fluorescence artefact?]	-25	-5
CCC1/C(=N\O)CC(c2ccco2)NC1c1ccco1 (stereo not drawn)
  -1	-20	.	.	1	.	.	9	.
Cc1ccc2nc(SCC(=O)Nc3c(C)n(C)n(-c4ccccc4)c3=O)[nH]c2c1
  -6	1	-21	-1	8	87	-8[fluorescence artefact?]	27	1[fluorescence artefact?]
Cc1cccc(OCc2nnc(SCc3nc4cc(C(F)(F)F)ccc4c(=O)[nH]3)o2)c1
  -3	-2	1	2	28	143	-2[fluorescence artefact?]	-15	-5
Cn1c(SCC(=O)Nc2ccccc2F)nnc1-c1cc2ccccc2o1
  0	-8	-22	-4	-1	597*[fluorescence artefact?]	6[fluorescence artefact?]	16	-40[fluorescence artefact?]
CC1=CCC2C(=O)N(c3ccc(C)c(Br)c3)C(=O)C2C1 (stereo not drawn)
  3	-9	-2	-1	4	.	.	-8	.
Cc1ccc(-c2ccccc2NC(=O)C2C3C=CC(C3)C2C(=O)O)o1 (stereo not drawn)
  -7	-10	.	.	4	111	-12	-19	-6
CSc1nsc(/C=C/Nc2cccc(Cl)c2)c1C#N
  1	0	2	14	32	107	2	-20	3
O=C(c1ccc2ccccc2c1)N1CCN(c2ccc(O)cc2)CC1
  -2	-11	.	.	1	122	13[fluorescence artefact?]	11	9
COc1ccc(Nc2c(C)cccc2C)cc1
  3	-15	.	.	-3	113	-2[fluorescence artefact?]	-36	8
N#CCCN1CCN(C(=S)c2ccc(-c3ccc(Cl)c(Cl)c3)o2)CC1
  -1	-7	3	-2	-2	86	-4	16	-6
c1ccc(CC2CCN(c3nc4ccccc4n4cnnc34)CC2)cc1
  -3	-16	40	-3	14	66	0	6	0
COc1ccc(N2C(N)=NC(N)=NC23CCCC3)cc1
  -9	-9	-2	-3	1	100	-3	13	3
COc1ccc(C(=O)Nc2cccc(/C(C)=N/NC(=O)c3ccc([N+](=O)[O-])cc3)c2)cc1OC
  -5	-8	.	.	2	.	.	2	.
Nc1c(C(=O)Nc2ccccc2F)sc2nc(Cc3ccccc3)cc(C(F)(F)F)c12
  -1	-27	6	-2	82*[fluorescence artefact?]	.	.	-6	.
CCN1CCN(Cc2c(O)ccc3c(=O)c(-c4ccc(OC)c(OC)c4)c(C)oc23)CC1
  2	-12	-16	-1	2	113	-2	-1	-8
CC(C)OC(=O)c1nnn(-c2nonc2N)c1CN1CCCCCC1
  -1	-10	8	4	2	115	-5	8	-6
CCn1c(NC(=O)c2cccs2)c(-c2cccs2)c(=O)c2ccccc21
  -4	1	-11	-2	9	102	21	28	-2
C[N+]1(CC(=O)Nc2ccc(F)cc2)CCN(C(=O)c2ccco2)CC1
  -3	-6	.	.	-1	116	-11[fluorescence artefact?]	-9	4
Cc1ccc(NC(=S)NCCc2ccc(S(N)(=O)=O)cc2)c(C)c1
  4	-11	.	.	3	.	.	-16	.
COc1ccccc1N1CCN(C(=O)Oc2ccccc2)CC1
  2	-2	4	-2	7	93	-1	15	3[fluorescence artefact?]
CCOc1ccc(C(=O)NCc2ccccn2)cc1
  .	.	1	4	.	113	-4[fluorescence artefact?]	.	21
CCC1CCCCN1C(=O)COC(=O)c1cc2ccccc2cc1O (stereo not drawn)
  .	.	10	8	.	95[fluorescence artefact?]	-8	.	-3
CS(=O)(=O)NCCSCc1ccc(Cl)cc1
  2	-2	-2	-2	0	105	-18	-1	-19
O=C(O)CCCNS(=O)(=O)c1cccc2nsnc12
  -1	-5	2	-1	6	107	4	-2	0
CC(=O)Oc1ccc(-c2csc(Nc3cccnc3)n2)cc1
  20*	-3	-9	-3	3	98	-3	-2	-9
COc1cc2c(cc1NC(=O)c1cccnc1)CCCC2
  1	5	-5	2	0	95	3	23	7
CCC(=O)N1CCCc2cc(S(=O)(=O)N3CCN(c4ccccc4F)CC3)ccc21
  5	-8	43	-5	9	126	-4	14	-4
C=CCn1c(C)cc(C(=O)CN2C(=O)NC3(CCCc4ccccc43)C2=O)c1C (stereo not drawn)
  1	-3	10	6	5	107	-13	-6	-13
Cn1cccc1C(=O)C(=O)Nc1cc(Cl)cc(Cl)c1
  1	-7	.	.	5	.	.	-12	.
O=C(NCC(=O)N(CCc1ccccc1)C(C(=O)NC1CCCC1)c1cccnc1)c1ccco1 (stereo not drawn)
  -3	-1	-34	-1	2	108	-1	-3	1
COCc1nnc(NC(=O)c2cccs2)s1
  -1	12	-8	2	7	109	-11	-20	-19
CC(C)c1ccc(OCC(=O)NCc2ccco2)cc1
  -1	-9	-8	1	8	103	-16[fluorescence artefact?]	-12	-15
CCOC(=O)C(C)n1cnc2c1c(=O)[nH]c(=O)n2C (stereo not drawn)
  -2	-7	.	.	3	106	40	-10	9
CCOC(=O)C1=C(C)NC(SCC(=O)O)=C(C#N)C1c1ccco1 (stereo not drawn)
  2	6	5	-2	3	89	-4	-32	-8

A different layout for some results above.
mol,FAK inh,PLK1 kinase inh,Mac1 fbg inh,Mac1 fbg enh,HIV Rev-RRE inh,ERa SRC1 pot,ERb coact inh,Plk1 PBD FP,ERa SRC1 inh
O=C(COc1ccccc1)Nc1nc2ccccc2[nH]1,2,-5,-4,-2,1,102,4,-3,6
O=C(N/N=C\c1ccc(COc2ccc([N+](=O)[O-])cc2)o1)c1ccc(Cl)cc1,8,-14,0,-4,3,.,.,32,.
COc1cccc(C(=O)Nc2ccc3c(c2)C(=O)N(CCC(=O)O)C3=O)c1,1,-17,.,.,3,108,-1,1,-5
COc1ccc(Cn2nnnc2CN2CCc3ccccc32)cc1,1,-12,-17,-1,2,101,-3[fluorescence artefact?],-16,0[fluorescence artefact?]

Next part:
Values run as follows: FAK inh	PLK1 kinase inh	Mac1 fbg inh	Mac1 fbg enh	HIV Rev-RRE inh	ERa SRC1 pot	ERb coact inh	Plk1 PBD FP	ERa SRC1 inh
O=C(c1ccccc1)N1CCOC12CCN(c1ncc(C(F)(F)F)cc1Cl)CC2
  -1	-14	-8	1	17	102	-5	14	-4
COc1ccc(/C=N\NS(=O)(=O)c2ccc(C)cc2)cc1COc1ccccc1[N+](=O)[O-]
  2	-8	.	.	2	108	-5	-13	3
O=C(OCC(=O)N1CCCCCC1)c1n[nH]c(=O)c2ccccc12
  .	.	-9	0	.	112[fluorescence artefact?]	2	.	-1
COc1ccccc1CNC(=O)c1csc(Cc2ccc(Cl)cc2)n1
  5	-8	.	.	11	.	.	12	.
CCc1noc(C)c1C(=O)Nc1nc(-c2cc(C)ccc2C)c(C)s1
  3	-17	-7	12	2	.	.	-19	.
Cc1ccc(-c2nn(-c3ccccc3)c3[nH]c(=O)c(CNCCN(C)C)cc23)cc1
  .	.	-2	1	.	94	-3[fluorescence artefact?]	.	3[fluorescence artefact?]
C=CCC1c2cccc(C(=O)O)c2C(=O)N1c1ccc(F)cc1 (stereo not drawn)
  0	-14	-5	2	4	125	3	-5	-2
COc1cc(-c2noc(-c3cccs3)n2)cc(OC)c1OC
  1	-7	.	.	20	147	-8	2	-10
Cc1cc(C)cc(SCc2noc(C(=O)NCC3CCCO3)c2C(=O)O)c1 (stereo not drawn)
  -4	-10	.	.	-1	.	.	8	.
COc1ccc(N2CCN(CC(=O)Nc3nc4c(s3)CC(C)CC4)CC2)cc1 (stereo not drawn)
  -1	-2	0	3	-5	109	-5[fluorescence artefact?]	15	-6
O=c1[nH]c(N2CCN(c3ccccc3)CC2)nc2c1CCC2
  0	-8	-2	-2	-1	104	9	8	-1

Screens deposited in PubChem BioAssay by several laboratories.
